# TRAIL sens C8: sensitizes caspase-8 expressing cells to TRAIL. NB7+C8 cells + TRAIL, ATPlite viability luminescence. inhibition (viability loss, TRAIL sensitization), % at 10 µM. 360,000 tested, 1% active;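 active = compounds causing at least 50% loss of cell viability in the single-dose screen, relative to plate controls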
# MITF TRPM1 inh: reduces MITF-dependent TRPM1 promoter luciferase signal. SK-MEL-5 TRPM1 promoter luciferase, 24 h. inhibition, % at 12.5 µM. 330,000 tested, 0.83% active;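 active = mean inhibition across replicates of 60% or more, whatever share of single replicates reaches that level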; note: values of inactives mirror those of a sister screen read the other way
# HIF-2a inh: blocks HIF-2a reporter activity; 786-0 RCC cells HIF-2a reporter, luciferase luminescence, overnight; inhibition, % at 18.8 µM; 360,000 tested, 0.72% active;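 active = inhibition of the luminescence signal of 40% or more relative to plate controls, in a single-dose primary screen at 18.75 µM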
# TWEAK Fn14 block: TWEAK-Fn14 signaling inhibition. inhibition, % at 10 µM. TWEAK-stimulated Fn14 reporter cells, luciferase luminescence, 8 h. 360,000 tested, 2% active; in the data active = inhibition above about 50%
# TROY NFkB inh: inhibitors of TROY-dependent NF-kB signaling; AID 1347056; inhibition, % at 10 µM; Q293 LMP1-TROYcd NF-kB luciferase reporter, 4 h; 360,000 tested, 0.98% active;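 active = compounds whose plate-normalised and pattern-corrected inhibition of the luciferase reporter signal at the single screening dose is 50% or more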
# CF NFkB block: cystic fibrosis NF-kB activation inhibition; KKLEB NF-kB-GFP reporter, PAF-induced, GFP fluorescence overnight; inhibition, % at 5 µM; 360,000 tested, 0.86% active; AID 588850;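 active = at least 50% inhibition at 5 µM, scaled per plate between neutral and stimulator controls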;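 note: PAF is a Pseudomonas aeruginosa culture filtrate used as stimulus; plate controls were PAF-stimulated DMSO wells for no effect and unstimulated DMSO wells for full effect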
# Shn3 inh set2: inhibitors of Schnurri-3 3'UTR reporter in osteoblasts | 360,000 tested, 0.52% active | AID 588674 | inhibition, % at 12.5 µM | Clone20 osteoblast Shn3 3'UTR firefly luciferase, 24 h;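 active = mean inhibition of at least 75% with every replicate also reaching 75%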;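 note: 0% = median of neutral control wells and 100% = pilot-screen positive control compound; some compounds past the cut are filed as inactive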
# NR2E3 ag-1: agonists of human nuclear receptor NR2E3 | Q9Y5X4 | GST-NR2E3/biotin-RetCOR TR-FRET, 1536-well | inhibition of corepressor binding, % at 4.78 µM | 320,000 tested, 0.12% active | AID 2300;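 active = percent inhibition above the cutoff of mean plus 3 SD of all tested compounds, set per screening campaign, cut at about 20% in these data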;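 note: 0% = DMSO wells and 100% = biotin wells as full block of FRET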
# Target sequence (Q9Y5X4 whole entry, looked up): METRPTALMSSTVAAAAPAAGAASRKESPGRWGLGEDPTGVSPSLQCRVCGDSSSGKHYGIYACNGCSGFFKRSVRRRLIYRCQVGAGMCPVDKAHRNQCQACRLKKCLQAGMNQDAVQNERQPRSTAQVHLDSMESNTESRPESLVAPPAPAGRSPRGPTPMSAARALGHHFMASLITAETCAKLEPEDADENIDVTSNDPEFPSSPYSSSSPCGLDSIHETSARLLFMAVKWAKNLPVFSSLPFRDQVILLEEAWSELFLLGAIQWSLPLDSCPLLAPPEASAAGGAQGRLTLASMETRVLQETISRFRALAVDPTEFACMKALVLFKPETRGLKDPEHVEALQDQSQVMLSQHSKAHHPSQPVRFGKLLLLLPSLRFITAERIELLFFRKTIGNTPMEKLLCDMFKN
#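 System: GST-tagged NR2E3 plus biotinylated RetCOR corepressor; Amount: 1.35 nM GST-tagged NR2E3 final; Dosing: single nominal compound dose of 4.8 µM; Schedule: 5 h incubation at 4 °C; Technique: TR-FRET with europium anti-GST and streptavidin-D2, 340 nm excitation; Controls: biotin wells as high control, 0.6% DMSO wells as low control.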
# Peg3 prom inh: inhibitors of Peg3 promoter. HeLa PEG-Prom luciferase reporter, luminescence, overnight. inhibition, % at 20 µM. 360,000 tested, 1.7% active. AID 588405;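 active = inhibition of at least 50% at 20 µM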
# NR2E3 ag-2: agonists of human NR2E3 nuclear receptor; Q9Y5X4; CHO-S Gal4-NCOR/VP16-NR2E3 two-hybrid, luciferase; inhibition of corepressor binding, % at 3.98 µM; 360,000 tested, 0.35% active; AID 602229;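 active = inhibition above the mean of all tested compounds plus 3 SD, cut at about 70% in these data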;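 note: 0% = DMSO with NR2E3 transfected cells and 100% = cells lacking NR2E3 construct; higher means lower luciferase signal from less NR2E3 corepressor binding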
# KKLEB cytotox: CF airway cell cytotoxicity counter-screen; KKLEB CF airway cells viability, ATPlite luminescence, overnight; hits give low values; cells stimulated with P. aeruginosa culture filtrate; activity change (cytotoxicity), % at 5 µM; 360,000 tested, 0.36% active; AID 602141;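 active = corrected activity change at or below -50% at 5 µM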
# * hit, by the source's call; . = no result given. These rows are one share of the data (hit frequency here may not be typical).
SMILES,TRAIL sens C8,MITF TRPM1 inh,HIF-2a inh,TWEAK Fn14 block,TROY NFkB inh,CF NFkB block,Shn3 inh set2,NR2E3 ag-1,Peg3 prom inh,NR2E3 ag-2,KKLEB cytotox
CCNS(=O)(=O)c1ccc(C(=O)Nc2ccccc2)cc1,8,-22,-37,7,-14,7,-1,4,-33,-12,2
COc1cc(C)nc(N2CCCC(C(=O)NCC(C)C)C2)n1 (configuration not stated),-8,11,5,-25,-8,-1,9,3,14,6,8
Cc1ccsc1C(=O)C1CCCN(Cc2cccn2-c2ccc(Cl)cn2)C1 (configuration not stated),26,-2,-9,2,13,-10,26,3,16,-18,-17
Cc1ccc(CS(=O)(=O)CCC(=O)NCc2ccc3c(c2)OCO3)cc1,10,17,-14,-5,5,-31,1,-1,15,12,14
Oc1ccc(Cl)cc1/C=N/c1nccs1,-3,7,18,14,-2,-3,23,4,5,-5,-1
O=C(Cn1c(O)c(/C=C2\C=Nc3ccccc32)sc1=O)Nc1ccc2c(c1)OCO2,1,5,29,-7,2,1,4,0,21,9,-5
CN(Cc1ccccc1)S(=O)(=O)c1ccc2[nH]cc(C(=O)NCC3CCCO3)c(=O)c2c1 (configuration not stated),-16,-1,5,15,19,2,7,-1,9,-2,-22
CC(C)CC1C(=O)N(Cc2cn(Cc3ccco3)nn2)CCS(=O)(=O)N1Cc1ccc(-c2ccncc2)cc1 (configuration not stated),1,.,8,-1,-7,31,3,.,18,-25,-12
O=C(/C=C/c1ccco1)NCC1(c2ccccc2)CCCC1,-15,-10,20,89*,87*,-4,-26,-1,6,1,1
Cc1ccc2[nH]c(=O)c(C(c3nnnn3C3CCCC3)N3CCCc4ccccc43)cc2c1 (configuration not stated),-15,-5,6,1,-11,-11,2,1,5,-17,-15

# Some values from the results shown.
# Entry of Cc1ccc2[nH]c(=O)c(C(c3nnnn3C3CCCC3)N3CCCc4ccccc43)cc2c1 (configuration not stated) under Shn3 inh set2: 2
# Entry of Cc1ccc(CS(=O)(=O)CCC(=O)NCc2ccc3c(c2)OCO3)cc1 under KKLEB cytotox: 14
# Entry of COc1cc(C)nc(N2CCCC(C(=O)NCC(C)C)C2)n1 (configuration not stated) under CF NFkB block: -1

# New compounds follow.
SMILES,TRAIL sens C8,MITF TRPM1 inh,HIF-2a inh,TWEAK Fn14 block,TROY NFkB inh,CF NFkB block,Shn3 inh set2,NR2E3 ag-1,Peg3 prom inh,NR2E3 ag-2,KKLEB cytotox
COc1ccc(S(=O)(=O)n2nc(-c3ccc(Cl)cc3)cc2N)cc1,4,0,10,7,4,3,6,1,30,-4,-10
Cc1ccc(NC(=O)Cc2nnc(SCC(=O)NC3=NCCS3)n2C)cc1,-11,4,20,-8,-3,8,5,4,-12,-14,0
Brc1cccc(C=Nc2cccc3ncccc23)c1,-8,15,12,13,-19,-7,5,2,15,12,-5
CCCCN(C=O)c1c(CC)nc2c(OCCC3CCCCC3)cccn12,-6,.,10,-9,-1,34,20,.,18,-4,-19
Cc1nn(C)c(C(=O)N/N=C/c2ccncc2)c1Cl,7,-9,10,-1,-1,-25,14,1,2,-8,29
COc1cc(OC)cc(C(=O)NCC(=O)OC2CCOC2=O)c1 (configuration not stated),10,13,13,5,-15,-5,-8,3,13,-26,-2
CC(=O)Nc1ccc(S(=O)(=O)Nc2nc3ccccc3nc2N2CCCC2)cc1,18,5,3,4,0,7,-16,-6,7,-33,-7
Cc1ccc(S(=O)(=O)CCC(=O)Nc2cccc(S(=O)(=O)N3CCCCCC3)c2)cc1,8,12,11,-10,14,18,37,1,9,7,-17
CNC(=O)NCC12CC3CC(CC(C3)C1)C2,-2,-1,2,-14,-6,8,10,2,-4,-2,1
O=C(O)CNC(=O)c1ccccc1NC(=O)c1ccco1,5,9,8,3,9,-14,-6,-1,14,-15,8
Cc1cc(C(=O)O)c(=O)[nH]c1C,1,4,-3,5,-11,13,8,4,8,-9,-8
O=C(Cn1c(-c2ccccc2)c[n+]2ccsc12)c1ccc([N+](=O)[O-])cc1,22,36,-155,-3,-35,-4,-6,4,-190,-70,0
O=C(OCc1cnc(Cl)s1)c1cccc(Cl)c1Cl,-11,-17,-3,5,7,4,5,3,-14,-13,-2
COc1ccc(S(=O)(=O)NCC(c2ccc3c(c2)OCO3)N2CCOCC2)cc1C (configuration not stated),-7,-4,13,-8,15,17,-5,-2,-2,-9,-1
CCOc1ccc(NC(=O)c2ccc3snnc3c2)cc1,-4,-73,-217,-35,-41,1,-49,2,-175,-53,-2
NC(=NC(=O)c1ccc(OC(F)(F)F)cc1)c1ccc(C(F)(F)F)cn1,7,2,3,8,22,-1,-11,-4,-4,-3,8
COC(C(=O)Nc1ccnn1C1CCN(Cc2ccc(C)s2)CC1)c1ccccc1 (configuration not stated),8,-4,19,-3,2,-15,2,2,2,7,-8
Cc1ccc(S(=O)(=O)NNC2CC(=O)N(c3ccc(Br)cc3)C2=O)cc1 (configuration not stated),-4,10,4,1,-3,9,-4,2,-2,4,-15
O=C(COc1ccc(F)cc1Cl)N(Cc1nnc(-c2ccccc2Cl)o1)C1CC1,-6,2,-21,-22,-9,13,4,-5,5,-6,10
c1ccc(Cn2cc(CNc3ccccc3)nn2)cc1,2,-31,-76,-15,-18,-10,-2,4,-43,-13,21
Cc1ccc(/C=C2\SC(=S)N(Cc3ccccc3)C2=O)o1,-9,-7,-28,16,3,0,-16,-1,-20,-6,-8
O=C(COC(=O)Cn1cnc2ccccc21)Nc1cc(S(=O)(=O)N2CCOCC2)ccc1Cl,-18,6,12,6,0,8,4,2,6,-6,0
CCOc1ccc(N2CC(C(=O)N3CCN(c4ccccn4)CC3)CC2=O)cc1 (configuration not stated),-3,8,6,-4,-4,17,8,2,-1,8,3
CCCSc1nc2ccsc2c(=O)n1CC,-3,6,9,4,-15,5,13,0,-4,-12,-3
CCC1=C(OC(=O)N(CC)CC)N2C(=O)OC(=NCC(=O)OC)[C@]2(Cc2ccccc2)[C@H]2C1=CC[C@H]1C(=O)N(C)C(=O)[C@H]12,0,-6,5,6,-5,32,-27,-1,-3,-11,-14
CC(NC(=O)Nc1cccc(Cl)c1)C(c1cccs1)N1CCCC1 (configuration not stated),-7,-2,14,-7,-7,9,21,3,8,-24,-10
C=CCOc1c(Br)cc(/C=C2/NC(=S)N(C(C)=O)C2=O)cc1OC,7,-22,-14,-7,5,5,-2,2,-63,18,-7
CCOC(=O)C1=CC[C@H]2c3c(c4ccccc4n3C)C(=O)C1N2S(=O)(=O)c1ccc(C)cc1,7,6,17,14,-2,22,6,2,6,-12,10
COc1ccc(-c2nc(NC(=O)CSCCO)sc2C)cc1,0,-14,-2,1,-24,-2,-2,4,10,-7,-1
Cc1cccc(-n2cc(CN3CCN(Cc4nccn4C)CC3)c(-c3cccc(F)c3)n2)c1,-4,-19,-82,-7,-45,-8,-25,0,-50,-13,-1

# The list goes on, overlapping the part above by two compounds.
SMILES,TRAIL sens C8,MITF TRPM1 inh,HIF-2a inh,TWEAK Fn14 block,TROY NFkB inh,CF NFkB block,Shn3 inh set2,NR2E3 ag-1,Peg3 prom inh,NR2E3 ag-2,KKLEB cytotox
COc1ccc(-c2nc(NC(=O)CSCCO)sc2C)cc1,0,-14,-2,1,-24,-2,-2,4,10,-7,-1
Cc1cccc(-n2cc(CN3CCN(Cc4nccn4C)CC3)c(-c3cccc(F)c3)n2)c1,-4,-19,-82,-7,-45,-8,-25,0,-50,-13,-1
COC(=O)c1c(NC(=O)CSc2nnnn2-c2ccccc2)sc2c1CCCC2,1,4,-1,7,-11,8,-1,0,10,-12,4
C/C(=C\c1ccccc1)C(=O)n1nnc2ccccc21,-4,10,-13,0,-2,3,0,0,4,-10,-5
COc1ccc(-c2csc(NC(=O)CSc3nc(SC)ns3)n2)cc1,17,12,-131,69*,54*,6,-31,1,-93,-33,4
Cc1cc(NC(=O)CSc2nnc(Cc3ccccc3)o2)no1,-4,11,16,4,-2,1,-5,2,2,3,-3
O=C(Nc1ccc(Cl)c(S(=O)(=O)N2CCOCC2)c1)c1cc(=O)[nH]c2ccccc12,-3,.,23,-4,-8,-6,-2,3,29,26,4
COc1ccccc1NC(=O)C1CCN(S(=O)(=O)c2ccc3c(c2)CC(C)N3C(C)=O)CC1 (configuration not stated),-12,-7,8,15,8,7,-12,4,-2,-3,-1
Cn1c(SCc2ccc(C#N)cc2)nnc1-c1cccc(Cl)c1,8,-4,10,10,-15,1,13,-3,9,4,1
CCCOc1ccc(N2C(=O)CC(SC(=N)N3N=C(c4ccccc4)CC3c3ccccc3)C2=O)cc1 (configuration not stated),-9,39,6,28,17,7,17,-1,26,2,-5
CCC1OC(C2CC2)CC2=C1C(=O)OC(C)(C)O2 (configuration not stated),-2,.,5,7,5,.,.,.,.,-9,.
COc1ccc(N(C(=O)c2cnccn2)C(C(=O)NCc2ccccc2)c2ccc(O)cc2)cc1 (configuration not stated),12,-46,-84,1,-37,-16,-42,2,-116,-90,3
COc1ccc(-c2cc3nc(C)cc(N4CCN(C(=O)c5cccnc5)CC4)n3n2)cc1,1,.,-7,-3,-1,-25,7,.,-19,-35,6
CSc1ccccc1NC(=O)CN1C(=O)C2CC=CCC2C1=O (configuration not stated),8,-4,-4,10,11,-2,-19,.,16,19,-5
COc1ccc(NC(=O)N(CCO)Cc2cc3c(C)cc(C)cc3[nH]c2=O)cc1,-9,13,2,-31,11,3,10,-1,8,0,-3
CC(=O)Nc1ccc(S(=O)(=O)NCC(=O)Nc2ccc3c(c2)OCO3)cc1,-4,9,7,-7,-6,0,-16,.,-5,-31,10
CCCNC(=O)C1(C)CCCN(C(=O)COc2ccc(Cl)cc2Cl)C1 (configuration not stated),-10,.,-2,-9,-8,-5,8,.,22,-18,2
CN(C(=O)c1ccco1)c1nc(CC(=O)Nc2ccccc2)cs1,-8,-9,-30,-6,-33,10,25,-1,-13,5,9
Cc1cc(Cl)ccc1Oc1ncc(CN2CCN(c3ccccc3)CC2)s1,0,-3,-2,-1,-2,-9,8,0,1,-13,-11
CSc1nc2ccc(NS(=O)(=O)c3ccc(Cl)s3)cc2s1,-12,1,-52,22,19,9,-20,5,-39,43,-2
Cc1cc(OC(C)C(=O)Nc2ccc(S(=O)(=O)Nc3onc(C)c3C)cc2)cc(C)c1Cl (configuration not stated),-8,-10,12,-21,-1,-18,-7,4,3,-1,-3
O=C(COc1c(Br)cc(Br)c2cccnc12)Nc1ccccc1F,1,.,-17,-17,-1,-11,-14,4,-11,-14,-3
NC1=NC(=O)C(=Cc2ccccc2)S1,2,-8,-8,4,-15,-16,-32,.,-32,18,6
Cn1c(=O)c2nc(-c3ccccc3)c(-c3ccccc3)nc2n(C)c1=O,3,9,20,-9,-18,19,-50,0,2,1,-14
COc1ccc(C(=O)COc2ccc(C)cc2NC(C)=O)cc1,7,-93,-198,-18,7,-2,7,3,-316,-105,3
COc1cc(C(=O)OCC(=O)NCCN2C(=O)CSC2=O)ccc1OCc1c(C)noc1C,16,-10,0,-8,10,-6,0,-1,9,5,4
CCCn1cc2c(c1-c1ccc(C)cc1)c(=O)n(C)c(=O)n2C,5,8,1,-8,-4,-15,-9,5,8,-8,8
CCCNC(=O)Nc1ccc(C)cc1C,9,-6,-2,-9,40,-26,-10,2,13,-23,17
